Screening data deposited in PubChem by several laboratories.
MsrA act = activates bovine MsrA enzyme; 360,000 tested, 0.3% active; activation, % at 10.6 µM; purified bovine MsrA, absorbance read-out; AID 602163; in the data active = activation above about 7.5%;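 also: 0% = vehicle and 100% = reference activator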
eLon inh = inhibits E. coli Lon protease; P0A9M0; purified E. coli Lon protease, fluorescence polarization; inhibition, % at 7.94 µM; 360,000 tested, 0.42% active; AID 602123; in the data active = inhibition above about 13%, passing the limit was not always enough;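 also: 0% = enzyme with probe and DMSO and 100% = no enzyme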
CSN deneddyl inh = inhibitors of human CSN-mediated cullin deneddylation | inhibition, % at 12.5 µM | Purified CSN, SCF-Nedd8-OG deneddylation, fluorescence polarization | 360,000 tested, 0.38% active | Q92905 | AID 651999;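 active = pattern-corrected inhibition above about 35%, with an unprinted fluorescence ratio check between 0.5 and 1.5, limit read from the data, passing the limit was not always enough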;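 also: 0% = enzyme with substrate and 100% = substrate without enzyme; some results filed as inactive read as strong as hits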
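Assay system: purified human Csn5 enzyme expressed in HEK293T cells; measure: % inhibition; also added: SCFSkp2-Nedd8OG substrate at 10 nM final; technique: fluorescence polarization; times: reaction 90 min, room temperature; medium: Tris buffer pH 7.5, NaCl, DTT, Tween-20, trehalose, ovalbumin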
MT1-MMP act inh = blocks activation of human MT1-MMP. P50281. HT1080 RFP-PRO-GFP cells, GFP/RFP ratio fluorescence, overnight; percent of plate control window, DMSO zero. GFP/RFP ratio change, % at 20 µM. 360,000 tested, 0.061% active;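 active = GFP/RFP ratio change of at least 30% with cell ATP level not reduced by more than half and red fluorescence within 50% of control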; also: strong numbers were not always called active
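Material: RFP-PRO-GFP reporter HT1080 cells. Dosing: single-point 20 µM compound, 1% DMSO. Controls: DMSO and RFP-L50D-GFP cell wells. Timing: cells overnight before dosing, compound overnight, 37 °C, 5% CO2. Measure: GFP/RFP fluorescence ratio.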
Rin1-Abl PPI inh = blocks binding of human Rin1 to Abl | 360,000 tested, 0.4% active | P00519+Q13671 | inhibition, % at 7.35 µM | TR-FRET Rin1/Abl binding, biochemical | AID 588664; in the data active = inhibition above about 5%, passing the limit was not always enough
MLLE-PAM2 inh = inhibitors of microRNA-mediated deadenylation, human PABP1 MLLE binding; inhibition, % at 20 µM; P11940; GST-MLLE / FITC-PAM2 fluorescence polarization; 360,000 tested, 0.36% active; in the data active = inhibition above about 35%, passing the limit was not always enough;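 also: plate controls were DMSO wells with GST-MLLE for no effect and wells lacking GST-MLLE protein for full effect; some results filed as inactive read as strong as hits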
Rpn11 block = inhibitors of human proteasome Rpn11; human 26S proteasome, Ub4-pepOG fluorescence polarization; 20S core pre-blocked with epoxomicin; calls only at 20 µM; 360,000 tested, 0.59% active; AID 588493;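 active = inhibition at 20 µM, scaled to each plate's controls, above about 33%, limit read from the data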
MsrA inh = inhibitors of bovine MsrA. purified bovine MsrA, absorbance read-out. inhibition, % at 15.5 µM. 360,000 tested, 0.75% active. AID 651718; in the data active = inhibition above about 4.5%;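 also: 0% = vehicle wells with enzyme and 100% = reference inhibitor wells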
FAS-TE inh = FAS thioesterase (human) inhibition | inhibition, % at 15 µM | P49327 | 360,000 tested, 0.67% active | recombinant FAS-TE, OMFH fluorogenic substrate, fluorescence endpoint | AID 602261;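 active = compounds whose normalised, plate-corrected inhibition of enzyme fluorescence in the single-dose primary screen is 50% or more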;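 also: 0% = DMSO with enzyme and 100% = substrate without enzyme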
Target sequence (P49327 whole entry, looked up): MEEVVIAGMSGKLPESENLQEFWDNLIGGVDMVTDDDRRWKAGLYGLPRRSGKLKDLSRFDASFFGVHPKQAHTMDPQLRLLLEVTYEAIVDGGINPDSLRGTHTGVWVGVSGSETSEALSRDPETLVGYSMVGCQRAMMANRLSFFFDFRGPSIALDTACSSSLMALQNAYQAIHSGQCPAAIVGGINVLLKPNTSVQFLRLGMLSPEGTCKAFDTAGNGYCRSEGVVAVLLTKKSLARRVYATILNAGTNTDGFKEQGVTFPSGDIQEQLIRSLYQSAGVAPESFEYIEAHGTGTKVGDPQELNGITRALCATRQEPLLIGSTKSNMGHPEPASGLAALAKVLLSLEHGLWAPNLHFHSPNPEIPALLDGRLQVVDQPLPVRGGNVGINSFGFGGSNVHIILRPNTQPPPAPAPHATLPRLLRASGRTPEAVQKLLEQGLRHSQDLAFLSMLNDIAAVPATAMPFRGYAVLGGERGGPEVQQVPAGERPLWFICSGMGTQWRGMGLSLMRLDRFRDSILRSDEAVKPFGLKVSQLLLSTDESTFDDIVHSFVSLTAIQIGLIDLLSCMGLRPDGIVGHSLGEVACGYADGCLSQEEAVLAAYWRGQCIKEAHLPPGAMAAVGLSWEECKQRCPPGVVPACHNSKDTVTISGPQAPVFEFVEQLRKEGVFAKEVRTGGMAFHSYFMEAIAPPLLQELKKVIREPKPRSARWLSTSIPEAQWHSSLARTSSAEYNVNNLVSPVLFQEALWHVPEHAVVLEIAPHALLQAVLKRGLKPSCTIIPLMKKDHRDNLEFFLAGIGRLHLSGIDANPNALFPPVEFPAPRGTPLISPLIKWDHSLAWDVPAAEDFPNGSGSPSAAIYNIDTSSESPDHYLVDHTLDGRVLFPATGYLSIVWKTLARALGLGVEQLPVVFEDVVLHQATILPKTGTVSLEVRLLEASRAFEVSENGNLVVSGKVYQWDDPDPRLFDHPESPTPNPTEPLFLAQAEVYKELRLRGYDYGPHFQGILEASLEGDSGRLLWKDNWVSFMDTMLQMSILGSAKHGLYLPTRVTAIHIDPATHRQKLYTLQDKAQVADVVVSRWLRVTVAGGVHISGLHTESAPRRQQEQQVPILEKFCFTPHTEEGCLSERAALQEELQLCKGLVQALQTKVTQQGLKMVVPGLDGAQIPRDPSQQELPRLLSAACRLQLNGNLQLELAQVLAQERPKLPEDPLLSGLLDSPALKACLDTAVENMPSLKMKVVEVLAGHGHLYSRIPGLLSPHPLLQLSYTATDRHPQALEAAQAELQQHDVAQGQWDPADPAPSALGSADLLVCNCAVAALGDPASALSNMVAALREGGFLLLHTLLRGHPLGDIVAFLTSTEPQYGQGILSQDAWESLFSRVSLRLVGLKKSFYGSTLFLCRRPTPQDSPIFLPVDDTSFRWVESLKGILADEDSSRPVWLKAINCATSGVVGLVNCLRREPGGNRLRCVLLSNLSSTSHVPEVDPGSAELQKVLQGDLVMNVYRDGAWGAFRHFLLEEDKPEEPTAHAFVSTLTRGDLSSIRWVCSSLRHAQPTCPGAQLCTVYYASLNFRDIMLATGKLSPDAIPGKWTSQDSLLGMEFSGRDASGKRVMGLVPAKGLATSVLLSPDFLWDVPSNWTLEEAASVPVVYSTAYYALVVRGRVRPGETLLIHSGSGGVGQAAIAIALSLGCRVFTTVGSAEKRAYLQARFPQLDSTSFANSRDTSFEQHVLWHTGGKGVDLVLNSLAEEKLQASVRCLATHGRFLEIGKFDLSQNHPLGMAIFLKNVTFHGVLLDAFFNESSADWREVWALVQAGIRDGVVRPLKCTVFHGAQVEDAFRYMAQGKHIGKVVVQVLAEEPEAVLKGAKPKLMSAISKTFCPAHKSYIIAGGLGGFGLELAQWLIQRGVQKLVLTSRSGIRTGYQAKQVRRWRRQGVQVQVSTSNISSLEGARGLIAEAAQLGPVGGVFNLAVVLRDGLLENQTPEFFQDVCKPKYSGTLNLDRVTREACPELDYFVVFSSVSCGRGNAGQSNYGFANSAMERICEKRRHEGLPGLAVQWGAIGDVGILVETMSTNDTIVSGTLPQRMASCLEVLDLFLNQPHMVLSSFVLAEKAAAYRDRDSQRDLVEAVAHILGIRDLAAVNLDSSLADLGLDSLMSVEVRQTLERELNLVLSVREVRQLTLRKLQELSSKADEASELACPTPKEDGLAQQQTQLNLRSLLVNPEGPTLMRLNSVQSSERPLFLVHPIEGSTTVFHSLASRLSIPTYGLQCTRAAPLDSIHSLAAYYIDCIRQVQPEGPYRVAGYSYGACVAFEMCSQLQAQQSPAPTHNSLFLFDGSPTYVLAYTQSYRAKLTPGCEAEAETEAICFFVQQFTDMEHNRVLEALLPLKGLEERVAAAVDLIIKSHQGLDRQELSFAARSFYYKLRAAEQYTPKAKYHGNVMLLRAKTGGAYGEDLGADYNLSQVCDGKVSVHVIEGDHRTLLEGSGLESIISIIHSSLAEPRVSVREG
* = called active by the depositor; i = inactive; · = no result given.

SMILES | MsrA act | eLon inh | CSN deneddyl inh | MT1-MMP act inh | Rin1-Abl PPI inh | MLLE-PAM2 inh | Rpn11 block | MsrA inh | FAS-TE inh
CCCC1NC(=O)c2cccnc2-n2c1nc1cc(C)cc(C)c1c2=O (stereo not given) | -1 | -1 | 0 | -2 | -1 | 0 | i | 0.7 | 1
CC1=NN(C(C#N)c2ccccc2)C(c2ccccc2)C1 (stereo not given) | -3 | 3 | 2 | 0 | 0 | 3 | i | -0.4 | 0
Cc1cc(C)c(C(=O)OCCNC(=O)c2cccnc2)cc1C | -3 | -3 | 1 | -2 | 4 | -8 | i | -1.1 | -7
COc1ccc(CC(=O)N/N=C(\C)c2cccs2)cc1 | -12 | 1 | -1 | 0 | -2 | 9 | i | -0.8 | -9
O=C(OCC(=O)N1CCN(C(=O)c2ccco2)CC1)c1ccc(Cl)cc1 | -3 | -12 | 0 | -2 | 0 | 6 | i | -0.3 | -2
Nc1c(C(=O)NCCN2CCOCC2)c2nc3ccccc3nc2n1-c1ccc2c(c1)OCO2 | -1 | -5 | 2 | -8 | -2 | -2 | i | 1.9 | -1
CCC(C)(C)n1nnnc1C(c1ccc2ncccc2c1)N1CCN(c2nc3ccccc3s2)CC1 (stereo not given) | -2 | 0 | 2 | -1 | 5 | -2 | i | 1.3 | 37
O=C(COC(=O)c1ccccc1F)Nc1ccc2c(c1)OCCO2 | -3 | -3 | -1 | -1 | 5 | 11 | i | -2.0 | -2
CC(C(=O)NCc1ccc(Cl)cc1)n1cccc1C(=O)c1ccccc1 (stereo not given) | -4 | 3 | 4 | -2 | 0 | -2 | i | 0.0 | 10
CC(C)C(c1nnnn1Cc1ccccc1)N1CCN(Cc2ccco2)CC1 (stereo not given) | -4 | -5 | -2 | -4 | -1 | 17 | i | 1.2 | -5
COc1nc(-c2cccc([N+](=O)[O-])c2)nc2ccccc12 | 0 | -2 | -1 | -3 | 3 | 9 | i | 0.2 | 8
COc1ccc(CNC(=O)[C@@H]2CC=C[C@@H]3CCN(C4CC4)C(=O)[C@@H]32)cc1 | -1 | -1 | -1 | 4 | -1 | 12 | i | 0.4 | -10
Cc1cccc2sc(N(CCCN(C)C)C(=O)c3cc4ccccc4oc3=O)nc12 | -4 | 4 | 0 | 1 | -3 | -3 | i | 2.7 | -4
CN(CC(=O)Nc1cccc(F)c1)C(=O)c1ccc2c(c1)NC(=O)CS2 | -1 | 1 | -4 | 0 | 2 | 3 | i | -0.5 | -4
CC1(C)CC(=O)C=C(c2ccc(OC(F)(F)F)cc2)C1 | 2 | 1 | -9 | -2 | 5 | 6 | i | 1.1 | 10
CCOC(=O)c1c(C)[nH]c(C)c1C(=O)CSc1nnc(-c2cc(OC)c(OC)c(OC)c2)o1 | -2 | 4 | -1 | 4 | 0 | -22 | i | -1.6 | -8
CC(C)COc1cccc(C(=O)N(C)CC(=O)Nc2cccc3ccccc23)c1 | 4 | 1 | -4 | 3 | 4 | -108 | i | 0.0 | 5
Clc1ccc(-c2nnc3sc(-c4ccc(Br)o4)nn23)cc1 | -4 | 11 | -82 | -181 | -1 | 102 | i | 0.3 | -64
CCCCC(CC)C(=O)Nc1cc(C(=O)NCCC)ccc1N1CCC2(CC1)CC(c1cccc(Br)c1)=NO2 (stereo not given) | -1 | -9 | -2 | 7 | -2 | -4 | i | -0.7 | 15
CCCCSc1nc2sc3c(c2c(=O)n1-c1ccc(C)cc1)CCN(C)C3 | 1 | -10 | 4 | 0 | 0 | -38 | i | 1.3 | 1
COc1cc2ccc(=O)oc2c(O)c1O | -10 | 6 | 0 | 2 | 1 | 17 | i | 1.6 | -3
O=S(=O)(NC1c2cccc3cccc(c23)C1N1CCN(CCO)CC1)c1ccccc1 (stereo not given) | -5 | 6 | 4 | -13 | 0 | 10 | i | 0.0 | -5
COc1ccc(CCNC(=O)Cc2ccc(Cl)cc2)cc1OC | 0 | -3 | 0 | 0 | 0 | -6 | i | -0.5 | -6
CCOC(=O)c1[nH]c(C)c(CN(C(C)=O)c2ccc(OCC)cc2)c1C | -4 | 3 | 2 | 1 | 6 | 4 | i | -0.4 | -10
Nc1nonc1C(=O)N/N=C/c1ccc(Br)o1 | 1 | 1 | -2 | 1 | 0 | 3 | i | 1.5 | -5
COc1ccc(NC(=O)CSc2n[nH]c(N)n2)cc1OC | -2 | -8 | 8 | 1 | -1 | 3 | i | -1.2 | -6
O=C(COc1ccc(S(=O)(=O)N2CCCCC2)cc1)N1CCOCC1 | -1 | 2 | 4 | 2 | 3 | -6 | i | -0.9 | 0
CCOC(=O)C(C)Oc1cccc2c(=O)n(CC(=O)NCc3ccco3)ccc12 (stereo not given) | -4 | 2 | 3 | 13 | -1 | 4 | i | · | -7
CC(=O)Nc1cccc(NC(=O)Nc2cccc(Cl)c2C)c1 | -8 | 5 | -4 | -1 | 5 | 9 | i | -1.4 | -6
COc1ccccc1N1CCN(c2ccc(-c3ccccc3)nn2)CC1 | -4 | 3 | -2 | 7 | -5 | -87 | i | -0.9 | 7
Cc1ccc(OCc2cc(C(=O)N3CCC(Oc4cccnc4)CC3)no2)cc1C | 0 | -2 | -1 | 5 | -1 | -5 | i | 0.2 | -1
COc1ccc(F)cc1S(=O)(=O)NCCCn1ccnc1 | -3 | 2 | 2 | -1 | 6 | -8 | i | 1.2 | -2
Cc1c(Cl)cccc1NC(=O)CSc1nnnn1C | -2 | -5 | -2 | 1 | 0 | -12 | i | -0.1 | -4
O=[N+]([O-])c1cccc(-c2nc3ccc([N+](=O)[O-])cc3[nH]2)c1 | -3 | 1 | 13 | 0 | -2 | 2 | i | -0.4 | 28
CCN(CCn1cccn1)Cc1cn[nH]c1-c1ccc(-c2ccccc2)cc1 | -2 | -9 | 3 | -8 | -1 | 6 | i | -1.4 | 6
COc1ccccc1OCCCN1CCC(C(O)(c2ccccc2)c2ccccc2)CC1 | 0 | -2 | -3 | 2 | · | · | · | 0.9 | -8
Cc1cc([N+](=O)[O-])ccc1N(C)C | -6 | 2 | 3 | 2 | -2 | 9 | i | 0.5 | -6
CCN(CC)S(=O)(=O)c1ccc2nnn(O)c2c1 | -7 | -8 | -1 | 0 | 2 | 7 | i | -0.8 | 0
Cc1ccc(S(=O)(=O)NCCC(=O)NCC(=O)Nc2c(C)cccc2C)cc1C | -6 | 13 | -4 | -3 | 2 | -1 | i | -0.9 | -3
CC(=O)Oc1cccc(N2C(=O)C3C4C=CC(C4)C3C2=O)c1 (stereo not given) | 0 | -1 | 2 | 1 | -5 | -7 | i | -0.9 | -5
O=C(c1ccc(CS(=O)Cc2ccccc2Cl)o1)N1CCN(c2ccccn2)CC1 (stereo not given) | -13 | -5 | 2 | 2 | 4 | -5 | i | 1.6 | 0
S=C(NCc1ccc(Cl)cc1Cl)NC1CCCCC1 | -8 | 11 | 5 | 0 | 2 | -74 | i | 0.7 | 20
O=C(Nc1nc2ccc(Br)cc2s1)c1ccco1 | -1 | -4 | 2 | 3 | -1 | 13 | i | 0.8 | 0
COc1ccc(CC(=O)NCC2CCCN(Cc3ccccc3OC)C2)cc1 (stereo not given) | -3 | -15 | 5 | 0 | 2 | 7 | i | -0.6 | -3
CCC(C)(C)NC(=O)CN(C(=O)CNS(=O)(=O)c1ccc(C)cc1)c1ccc2c(c1)OCCO2 | -1 | -5 | 7 | 0 | 2 | -10 | i | -0.5 | 6
O=C(NC1CCC(=O)N(CCSc2ccccc2)CC1)OCc1ccccc1 (stereo not given) | -6 | -16 | -3 | 9 | 0 | -9 | i | -0.6 | -14
CN1CCc2c(sc(N)c2C(=O)O)C1 | -2 | -1 | -3 | -5 | 2 | 36 | i | 2.7 | -5
CC(C)(C)CN1CCNC(=O)C1CC(=O)N1CCC(C(=O)N2CCOCC2)CC1 (stereo not given) | -2 | 4 | 3 | 1 | 1 | 18 | i | 0.0 | -3
CN(C)CC/C=C1\c2cc(F)ccc2CSc2ccccc21 | -4 | -17 | -4 | -5 | -2 | -7 | i | -0.3 | -1
O=C(CC12CC3CC(CC(C3)C1)C2)N/N=C\c1ccc[nH]1 | -1 | -2 | 3 | 1 | 0 | -22 | i | -0.6 | -6
COc1ccccc1CNC(=O)[C@@H]1CCCN1S(=O)(=O)c1ccccc1F | -1 | 5 | -2 | 2 | -1 | 20 | i | 0.2 | -4
Cc1sc(NC(=S)Nc2ccc(F)cc2)c(C(N)=O)c1C | 6 | -4 | 5 | -2 | -6 | 35* | i | 1.6 | 4
O=P(Cc1ccccn1)(c1ccccc1)c1ccccc1 | -1 | -7 | -1 | -2 | 0 | 4 | i | -0.8 | -9
COc1ccc(NC(=O)CNC(=O)C2CCCCC2)cc1 | -3 | 3 | -5 | 1 | 1 | 6 | i | 0.6 | -3
Clc1cccc2c1CCN(Cc1nc(-c3cnccn3)no1)C2 | -2 | 2 | -8 | -1 | -4 | 15 | i | -0.6 | 1
C/C(=N\NC(=O)c1ccc(OC2CCCC2)cc1)c1ccc(O)cc1 | -2 | -4 | -5 | 3 | 1 | 14 | i | -0.6 | 0
Cc1ccc(C)c(C(=O)COC(=O)CN2C(=O)C3C4C=CC(C4)C3C2=O)c1 (stereo not given) | -13 | -1 | 0 | 4 | 2 | -14 | i | -0.6 | 0
Cc1nn(-c2ccccc2)c(C)c1CCC(=O)O | 0 | -12 | 2 | -2 | 1 | 6 | i | 0.5 | -5
COc1cc(C(=O)OCC(=O)NC2CCCC2)cc(OC)c1OC | -2 | 1 | 1 | 2 | -1 | -6 | i | 1.3 | -6
CS(=O)(=O)N1CCCC(C(=O)Nc2ccccc2C(F)(F)F)C1 (stereo not given) | -2 | 22 | -2 | -1 | 3 | -1 | i | -0.7 | -4
(more compounds)
SMILES | MsrA act | eLon inh | CSN deneddyl inh | MT1-MMP act inh | Rin1-Abl PPI inh | MLLE-PAM2 inh | Rpn11 block | MsrA inh | FAS-TE inh
S=C(Nc1cccc2ccccc12)NN1CCCCCC1 | -2 | -5 | 0 | 3 | -4 | 25 | i | 0.0 | 0
C=CCn1c(SCC(=O)NC(=O)Cc2ccccc2)nc2ccccc2c1=O | -5 | -4 | -3 | 1 | 0 | 10 | i | 0.7 | 0
O=C1COc2ccc(C(=O)COC(=O)c3ccc(F)cc3Cl)cc2N1 | -2 | 0 | -3 | -1 | -5 | -10 | i | -0.2 | -2
Cc1ccc(C(=O)NNC(=O)CSc2nnc3c(n2)[nH]c2ccc(C)cc23)cc1 | -2 | 9 | 2 | 3 | -2 | 21 | i | · | -7
